Lipid storage S3: qHTS Assay for Lipid Storage Modulators in Drosophila S3 Cells | Potency in µM for hits, for the others lipid storage change, negative = inhibition, % at the top dose, mostly 46.1 µM | Drosophila S3 cells, BODIPY lipid droplet fluorescence, 18-24 h; cells fed with added oleic acid | 320,000 compounds, 0.64% hits; active = well fitted inhibition curve with a large enough effect in the signal ratio, with a control signal flat, not every such curve was filed as active; inconclusive = small, poorly fitted or top-dose-only effect, or effect the other way, or a change in a side signal; the % refers to the signal ratio
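Laser-scanning cytometry quantifies lipid droplet accumulation (500–530 nm total intensity; droplet/cell object ratio) in oleic acid-fed (400 uM added) Drosophila S3 cells treated with a concentration series. 20 uM Triacsin C defined 100% inhibition.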
Lipid storage S3 cell count max: second read-out of Lipid storage S3, no call of its own (marks repeat the call); cell number change, %; measured here: cell count max response;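 cells counted by Cell Tracker Red CMTPX staining in the red channel; peak over a dose series mostly up to 46.1 µM; percent activity relative to internal control wells on each plate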
Numbers without * were called inactive; i = inactive; ? = inconclusive; nt = no result given; [ ] = another dose, or the depositor's remark. % is scaled to controls: 0 for no effect and ±100 for the full control effect; potency is read from the fitted curve at half-maximal effect.

Lipid storage S3	Lipid storage S3 cell count max	smiles
?	nt	Cn1c(=S)ccc2ccccc21
?	nt	OCCC1CN(CCCc2ccccc2)CCN1Cc1ccc(F)cc1 (stereo unspecified)
9.2%	-6.5	COC(=O)c1ccc(CSc2nnc(C)s2)cc1
-2.7%	-22.2	CC(C)CCSc1nc2c(c(=O)[nH]c(=O)n2C)n1CCCc1ccccc1
5.3%	9.9	COC(=O)CSc1nnc(SCc2ccc(OC)cc2)s1
2.8%	-8.8	C=CCn1c(SC(C)C(=O)NCCC2=CCCCC2)nc2ccccc2c1=O (stereo unspecified)
?	nt	CCOC(=O)C1=C(N)Oc2cc(O)ccc2C1c1cccnc1 (stereo unspecified)
i	-5.6	CN(C)c1cccc(C(=O)NCC2CCCO2)c1 (stereo unspecified)
?	nt	COc1ccc(OC)c(NC(=O)c2c3c(nc4ccccc24)CCC3)c1
?	nt	CSc1ccccc1NC(=O)c1cc(Cl)sc1Cl
?	nt	CCC(C)NC(=O)CSc1nc2ccc(N3CCOCC3)cc2c(=O)n1CCc1ccccc1 (stereo unspecified)
?	nt	Cc1ccc2[nH]c(C(=O)N3CCCCC3)cc2c1
?	nt	CC(=O)c1ccc(NC(=O)CCc2nnc3ccc(N4CCC5(CC4)OCCO5)nn23)cc1
-1.5%	-4.4	CCc1ccccc1NC(=O)c1cccc(Oc2ccc([N+](=O)[O-])cc2Cl)c1
-17.7%	8.3	CCOC(=O)C1(Cc2ccccc2C)CCCN(C(=O)CN2C(=O)CSC2=O)C1 (stereo unspecified)
?	nt	O=C1NC(=S)/C(=C\c2ccc(-c3ccccc3Cl)o2)S1
?	nt	Cc1ccc(CNC(=O)CSc2nc3n[nH]c(C)c3c(=N)n2-c2cccc(C)c2)cc1
?	nt	COC(=O)C1=C(C(=O)OC)[C@@H]2N(Cc3ccccc3)c3ccccc3[C@@]23C[C@@H](C(=O)OC)N(C(=O)c2cccs2)C3=N1
?	nt	COc1cc(/C=N/O)cc(Br)c1OS(=O)(=O)c1ccc(C)cc1
0.9%	10.8	CCc1nnc(NC(=O)c2sc3nc(C)cc(COC)c3c2N)s1
-5.2%	-8.4	COc1ccc(NC(=O)CSC2CCCCC2)cc1
0.6%	-8.2	O=C(Nc1ccc(C(=O)N2CCCC2)cc1)c1ccccc1[N+](=O)[O-]
?	nt	COc1ccc(-c2cc(-c3ccccc3)c(C#N)c(SCC(=O)Nc3ncc(C)s3)n2)cc1
?	nt	O=C(NCC1CCCO1)/C(=C\c1ccccc1)NC(=O)c1ccccc1 (stereo unspecified)
?	nt	COc1cc(OC)cc(C(=O)Nc2nnc(NC(=S)Nc3ccccc3)s2)c1
?	nt	COc1ccc(-n2nc(C(=O)NCC(=O)N3CCCCCC3)c3ccccc3c2=O)c(OC)c1
?	nt	NC(=O)N=Nc1c2[nH]c3ccccc3nc-2c2ccccc12
?	nt	CCCCNC(=O)CCSc1ccc(C)cc1
?	nt	COc1ccc(/C=N/NC(=O)CCn2cnc(-c3ccccc3)c2-c2ccccc2)cc1OC
i	-24.6	Cc1ccc(S(=O)(=O)N2CCN(C(=O)c3cccc(-n4cccc4)c3)CC2)cc1

Rewritten field by field: part of the list above.
SMILES: C=CCn1c(SC(C)C(=O)NCCC2=CCCCC2)nc2ccccc2c1=O (stereo unspecified)
  Lipid storage S3: 2.8% | Lipid storage S3 cell count max: -8.8

SMILES: CCOC(=O)C1=C(N)Oc2cc(O)ccc2C1c1cccnc1 (stereo unspecified)
  Lipid storage S3: ? | Lipid storage S3 cell count max: nt

SMILES: CN(C)c1cccc(C(=O)NCC2CCCO2)c1 (stereo unspecified)
  Lipid storage S3: i | Lipid storage S3 cell count max: -5.6

Next section
Lipid storage S3	Lipid storage S3 cell count max	smiles
1.1%	-4.2	O=C(CCC1N=C2c3ccccc3N=C(SCC(=O)NCc3ccco3)N2C1=O)NCc1ccco1 (stereo unspecified)
?	nt	O=C(CCCn1nnc2ccccc2c1=O)N[C@H](C(=O)O)c1ccccc1
?	nt	Cc1ccc(C(=O)N2CC(=O)Nc3ccc(F)cc3C2c2ccc(F)cc2)cc1[N+](=O)[O-] (stereo unspecified)
1.2%	1.5	COC(=O)c1ccc(NC(=O)CN2C(=O)C3C4C=CC(C4)C3C2=O)cc1 (stereo unspecified)
11.6%[9.22 µM]	2.7	COc1cc(Br)cc(CNc2ccc(F)c([N+](=O)[O-])c2)c1O
5.8%	15.3	COc1ccc(CNC(=O)Cc2cccs2)cc1OC
?	nt	CCOc1ccc(/C=N/OCC(=O)NCc2ccco2)cc1
-24.4%	nt	N#CC1=C(N)OC2=C(CCC/C2=C/c2ccoc2)C1c1ccoc1 (stereo unspecified)
?	nt	CCn1c(C)nc2cc(S(=O)(=O)C(F)(F)F)ccc21
21.1%	-1.3	Cc1cc(C)nc(SCC(=O)Nc2ncc(C(F)(F)F)cc2Cl)n1
2.4%	29.4	COc1ccc([C@@H]2CC=C(C(=O)O)[C@H](c3ccc(Cl)cc3)N2S(=O)(=O)c2ccc(Cl)cc2)cc1
?	nt	Cc1c(NC(=O)CSc2nnc(-c3cccc(Cl)c3)o2)c(=O)n(-c2ccccc2)n1C
?	nt	CCN(CCCC(=O)c1ccc(F)cc1)CCc1ccccc1
?	nt	O=C(COC(=O)Cc1ccc(Cl)cc1)NCc1ccc(F)cc1
-23.3%	nt	CCc1nnc(NC(=O)CCC(=O)NCc2ccccc2Cl)s1

One compound at a time, from the list above. Order of values: Lipid storage S3 | Lipid storage S3 cell count max
N#CC1=C(N)OC2=C(CCC/C2=C/c2ccoc2)C1c1ccoc1 (stereo unspecified) as listed: -24.4% | nt
CCc1nnc(NC(=O)CCC(=O)NCc2ccccc2Cl)s1 as listed: -23.3% | nt
Cc1c(NC(=O)CSc2nnc(-c3cccc(Cl)c3)o2)c(=O)n(-c2ccccc2)n1C as listed: ? | nt
COc1ccc([C@@H]2CC=C(C(=O)O)[C@H](c3ccc(Cl)cc3)N2S(=O)(=O)c2ccc(Cl)cc2)cc1 as listed: 2.4% | 29.4
COc1cc(Br)cc(CNc2ccc(F)c([N+](=O)[O-])c2)c1O as listed: 11.6%[9.22 µM] | 2.7

(next part)
Lipid storage S3	Lipid storage S3 cell count max	smiles
?	nt	O=C1CC(c2ccccc2)c2c(O)cc(O)cc2O1 (stereo unspecified)
?	nt	COc1ccc(OC)c(C(=O)c2ccccn2)c1
6.9%	-8.5	CSCC(CO)NS(=O)(=O)c1ccc(C)cc1 (stereo unspecified)
i	13.3	O=C(CSc1nnc(CNC(=O)c2ccco2)o1)Nc1ccc(F)cc1F
?	nt	CSc1ccccc1OCc1cc(C(=O)NCCN2CCCC(O)C2)no1 (stereo unspecified)
i	nt	COC(=O)/C(=C/c1cn(C)c2ccccc12)[N+](=O)[O-]
6.8%	-1.2	CS(=O)(=O)N(CC(=O)N1CCCC1)c1cc(Cl)ccc1Cl
?	nt	CCOC(=O)Cc1c(C)c2ccc(N(CC)CC)cc2oc1=O
?	nt	CC(C)c1ccc(NC(=O)CCNC(=O)Cn2ccc3ccccc3c2=O)cc1
-6.8%	-3.5	Cn1cc(CCC(=O)N2CCCC(CCC(=O)NCc3ccc(F)c(F)c3)C2)cn1 (stereo unspecified)
?	nt	Cc1cc(C2(c3ccc(O)c(C)c3)C(=O)Nc3ccccc32)ccc1O
?	nt	CCC(C)[C@H](NC(=O)N1CC(=O)Nc2ccccc21)C(=O)N1CCC(C(=O)O)CC1 (stereo partly specified)
9.3%	9.1	Cc1ccc(CNC(=O)CS(=O)(=O)c2ccccc2)cc1
-10.7%	-11.2	O=C(c1cccnc1)C1CCCN(Cc2nc(Cc3ccccc3F)no2)C1 (stereo unspecified)
13.8%	13.9	CC1=NN(Cc2ccccc2)C(=O)C1C(c1ccc(Cl)cc1)C(C#N)C#N (stereo unspecified)
1.8%	17.6	O=C(Nc1ncccn1)C1=C(O)c2ccccc2S(=O)(=O)N1Cc1ccccc1
5.0%	3.8	COc1ccc(CC2(CO)CCN(Cc3ccc4c(c3)CCO4)CC2)cc1
-16.7%	-10.4	Cn1c(=O)c2c(nc(SCCN3CCOCC3)n2Cc2ccccc2Cl)n(C)c1=O
-16.0%	28.2	COCCN(Cc1cc2cc3c(cc2nc1Cl)OCO3)C(C)=O
?	nt	COc1ccc(CC(=O)Nc2c3c(nn2-c2cccc(C)c2C)CS(=O)C3)cc1OC (stereo unspecified)
?	nt	CC(C)c1ccc(NC(=O)C2C3C=CC4(CN(Cc5cccnc5)C(=O)C24)O3)cc1 (stereo unspecified)
?	nt	Oc1c(Cl)cc(Cl)cc1/C=N/c1ncn[nH]1
?	nt	Nc1nc(-c2ccccc2)c(N=Nc2cccc3ccccc23)s1
?	nt	COCC(C)OC(=O)C(C#N)c1nc2ccccc2nc1N1CCN(Cc2ccccc2)CC1 (stereo unspecified)
i	3.0	Cn1c(CS(=O)Cc2c(Cl)cccc2Cl)nnc1SCc1ccc(Cl)cc1 (stereo unspecified)
i	-10.4	Cc1ccc(S(=O)(=O)NCC(=O)N(CC(=O)NC2CCCC2)CC2CCCO2)cc1 (stereo unspecified)
?	nt	CCOC(=O)N1CCN(S(=O)(=O)N2CCCC(C(=O)NCc3ccc(F)cc3)C2)CC1 (stereo unspecified)
-0.7%	-13.9	O=C(Nc1ccc(Nc2ccccc2)cc1)c1ccc(F)cc1
?	nt	Cc1cc2oc(=O)cc(CN3CCCCC3C)c2cc1Cl (stereo unspecified)
?	nt	CCCN(CCC)S(=O)(=O)c1ccc(C(=O)Nc2cc3oc4ccccc4c3cc2OC)cc1
11.0%	12.7	CCC(C)(CN(C)C)OC(=O)c1ccccc1 (stereo unspecified)
16.9%	21.5	COc1ccc(-c2nnc(CSc3nc4ccccc4c(=O)n3CC3CCCO3)o2)cc1OC (stereo unspecified)
?	nt	CC(=O)Nc1cccc(OCC(=O)NS(=O)(=O)c2ccc(Cl)cc2)c1
?	nt	Cc1ccc(S(=O)(=O)NCC2CCCO2)cc1 (stereo unspecified)
?	nt	OCC1(Cc2cccc(Cl)c2)CCCN(Cc2sc(N3CCCC3)nc2Cl)C1 (stereo unspecified)
?	nt	Cc1[nH]c2ccc(C(=O)N3CCN(C)CC3)cc2c1C
?	nt	CCC1(c2ccccc2)NC(=O)N(CC(=O)Nc2cccc(S(=O)(=O)N3CCCCC3)c2)C1=O (stereo unspecified)
-3.8%	-4.5	CN(CCO)c1cc(N(C)CCO)c([N+](=O)[O-])cc1[N+](=O)[O-]
3.7%	21.8	COc1ccc(CNc2nc3nc(C)c(Cl)c(=O)n3[nH]2)cc1
?	nt	O=C(CSc1nnc2scc(-c3ccc(Cl)cc3)n12)NCc1ccc2c(c1)OCO2
i	nt	CC1(C)Cc2c(cnn2-c2ccc(F)cc2)C(NC(=O)C2=NNC(=O)CC2)C1 (stereo unspecified)
?	nt	O=c1[nH]ncc(N/N=C\c2ccncc2)c1Cl
?	nt	CCn1nc(C)cc1C(=O)N1CCCC(Nc2ccc(C(C)C)cc2)C1 (stereo unspecified)
?	nt	CSc1nc(-c2ccc(C)cc2)nc(N)c1C#N
-15.3%	5.2	COc1cccc(-c2nc(CS(=O)(=O)CC(=O)NC3CCCCC3C)c(C)o2)c1 (stereo unspecified)
5.7%	-5.1	NNC(=O)c1csc(-c2ccc(C(F)(F)F)cc2Cl)n1
?	nt	CCc1ccc(-n2c(SCc3c(C)noc3C)nnc2-c2ccncc2)cc1
?	nt	C[n+]1cccc2c(Br)ccc([O-])c21
0.9%	-9.0	C/C(=N\S(=O)(=O)c1ccc(C)cc1)N1CCN(S(=O)(=O)c2ccccc2)C1
?	nt	COc1ccc(C(=O)N2CCCC(CNC(=O)c3ccc(F)cc3)C2)cc1OC (stereo unspecified)
?	nt	O=S(=O)(Nc1ccc(-n2cnnn2)cc1)c1cccc(F)c1
1.7%	-10.7	CC(C)C(=O)Nc1nc2ccc(S(C)(=O)=O)cc2s1
-10.4%	0.8	CC(C)c1ccc(NC(=O)C2CCCCN2S(=O)(=O)c2ccccc2)cc1 (stereo unspecified)
?	nt	COc1ccc2oc(C(=O)OC(C)C(=O)NCc3ccccc3)c(C)c2c1 (stereo unspecified)
?	nt	Cc1nonc1OCCNc1ccc([N+](=O)[O-])cc1
?	nt	CCOC(=O)C1=C(CS(=O)(=O)c2ccc(C)cc2)NC(=O)NC1c1cc(OC)c(O)c(OC)c1 (stereo unspecified)
i	nt	Cc1cc(C)c2[nH]c(=O)c(C(c3nnnn3C(C)(C)C)N(Cc3ccco3)CC3CCCO3)cc2c1 (stereo unspecified)
-4.4%	nt	Cc1ncc([N+](=O)[O-])n1CCN1C(=O)c2ccccc2C1=O
?	nt	COc1ccc(NC(=S)Nc2cccnc2)c(OC)c1
?	nt	Cc1cc(C(=O)N/N=C(\CCC(=O)O)c2cccs2)c2ccccc2n1

(cont.)
Lipid storage S3	Lipid storage S3 cell count max	smiles
8.0%	-1.3	COc1cc(Cl)c(C)cc1NC(=O)COC(=O)c1cc(SC)ccc1Cl
?	nt	Fc1ccc(N2CCN(Cc3cnc(Cl)s3)CC2)cc1
i	-19.1	CCCSc1nnc(Sc2nnnn2-c2ccccc2)s1
?	nt	CCCCOc1ccc(C(=O)NN2C(=O)NC3(CCCCC3)C2=O)cc1OC
?	nt	Cc1cccc(-c2nc(S(=O)(=O)c3ccc(F)cc3)c(NCCCN3CCOCC3)o2)c1
15.9%	0.1	CCCCC(=O)N1CCCC(c2nc(-c3cccc(OC)c3)no2)C1 (stereo unspecified)
?	nt	O=C(N[C@@H](Cc1ccccc1)C(=O)NC1CC1)c1ccc(Cl)cc1
?	nt	COc1ccccc1N(C(=O)c1ccco1)C(C(=O)NC1CCCC1)c1ccc(N2CCOCC2)cc1 (stereo unspecified)

High-throughput results deposited in PubChem by National Center for Advancing Translational Sciences (NCATS).

Not all compounds are listed; count on the stated rates, not on these rows.
